Rv3671c inh – inhibitors of M. tuberculosis serine protease Rv3671c; P9WHR9; inhibition, % at 5.96 µM; actives 0.048% (n = 320,000); AID 2606; in the data active = inhibition above about 38%;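 also: extracellular domain of Rv3671c used as enzyme; 0% = enzyme with DMSO and 100% = no enzyme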
Target sequence (P9WHR9 whole entry, looked up, the tested form may be a part): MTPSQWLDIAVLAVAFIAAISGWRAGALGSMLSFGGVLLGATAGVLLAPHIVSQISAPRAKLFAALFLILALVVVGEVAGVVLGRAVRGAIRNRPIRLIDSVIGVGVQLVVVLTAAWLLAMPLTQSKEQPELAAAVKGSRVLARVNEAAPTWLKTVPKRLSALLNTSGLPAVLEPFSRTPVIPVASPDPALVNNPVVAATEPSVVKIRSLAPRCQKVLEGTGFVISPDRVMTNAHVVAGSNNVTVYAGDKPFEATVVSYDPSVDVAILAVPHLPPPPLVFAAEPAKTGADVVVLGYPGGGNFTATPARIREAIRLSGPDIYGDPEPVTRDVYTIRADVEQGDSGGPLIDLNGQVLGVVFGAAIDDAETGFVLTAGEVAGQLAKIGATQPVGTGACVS
PrPC surface inh – reduces human prion protein on the cell surface; P04156; cell surface PrPC, TR-FRET read-out; inhibition, % at 13.8 µM; actives 0.43% (n = 370,000); in the data active = inhibition above about 24%; also: 0% = median of the test wells and 100% = reference compound wells
GDH-TPI inh – GDH-TPI coupled enzyme inhibition counter-screen | inhibition, % at 4.8 µM | GDH-TPI coupled enzyme counterscreen, NADH absorbance | actives 1.2% (n = 360,000); in the data active = inhibition above about 30%;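 also: 0% = DMSO wells and 100% = wells lacking the enzyme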
BoNT F protease – BoNT F light chain protease inhibition | actives 0.22% (n = 360,000) | inhibition, % at 10 µM | Multiplex microsphere protease cleavage assay, flow cytometry; in the data active = inhibition above about 35%, passing the limit was not always enough; inconclusive = no clear call, values can overlap the other calls; also: plate controls were buffer without enzyme for full effect and enzyme alone for no effect
Mtb UGM inh – inhibitors of M. tuberculosis UDP-galactopyranose mutase; inhibition, % at 10 µM; purified UGM, fluorescence polarization probe displacement; actives 0.06% (n = 320,000); in the data active = inhibition above about 10%, passing the limit was not always enough; inconclusive = no clear call, values can overlap the other calls
Target sequence (P9WIQ1 whole entry, looked up): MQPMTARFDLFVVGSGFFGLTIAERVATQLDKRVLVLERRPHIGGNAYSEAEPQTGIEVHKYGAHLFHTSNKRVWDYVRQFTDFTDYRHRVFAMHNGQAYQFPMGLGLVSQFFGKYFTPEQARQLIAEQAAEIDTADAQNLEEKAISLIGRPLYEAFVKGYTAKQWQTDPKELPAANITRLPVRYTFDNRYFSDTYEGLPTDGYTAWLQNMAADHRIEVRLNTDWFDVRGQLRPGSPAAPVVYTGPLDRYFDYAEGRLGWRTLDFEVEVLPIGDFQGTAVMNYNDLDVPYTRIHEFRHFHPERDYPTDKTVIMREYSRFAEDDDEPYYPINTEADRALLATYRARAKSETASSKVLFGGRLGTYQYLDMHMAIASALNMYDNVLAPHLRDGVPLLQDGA
FadD28 binding – blocks FadD28 binding to the bisubstrate probe; inhibition, % at 12.5 µM; actives 0.22% (n = 360,000); fluorescence polarization; in the data active = inhibition above about 8.5%, passing the limit was not always enough; inconclusive = no clear call, values can overlap the other calls
MazEF act – activators of E. coli MazEF toxin-antitoxin RNase; P0AE70; FAM/BHQ RNA-DNA oligo cleavage fluorescence, 5 h; activation, % at 20 µM; actives 0.32% (n = 350,000); AID 504720; in the data active = activation above about 50%
Target sequence (P0AE70 whole entry, looked up): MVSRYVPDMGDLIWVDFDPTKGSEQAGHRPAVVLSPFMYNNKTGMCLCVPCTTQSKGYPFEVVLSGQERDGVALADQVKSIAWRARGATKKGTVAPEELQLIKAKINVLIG
FBA Mtb inh – inhibitors of M. tuberculosis fructose-bisphosphate aldolase | AID 588726 | actives 2.3% (n = 360,000) | inhibition, % at 1 µM | purified M. tuberculosis FBA, fluorescence read-out | P9WQA3; in the data active = inhibition above about 27%;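 also: 0% = vehicle and 100% = reference inhibitor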
Mtb BioA inh – BioA (M. tuberculosis) enzyme inhibition; inhibition, % at 9.99 µM; purified M. tuberculosis BioA enzyme, plate reader; actives 0.096% (n = 360,000); AID 602481; in the data active = inhibition above about 40%; inconclusive = no clear call, values can overlap the other calls
* = called active by the depositor; ? = inconclusive; nt = no result given; & = joins results of further samples.

SMILES	Rv3671c inh	PrPC surface inh	GDH-TPI inh	BoNT F protease	Mtb UGM inh	FadD28 binding	MazEF act	FBA Mtb inh	Mtb BioA inh
Cc1cc2[nH]c(=O)c(=O)[nH]c2cc1S(=O)(=O)N1CCN(c2cccc(Cl)c2)CC1	-38	-4	14	-3	-0.2	-2.8	12	5	-0.9
Cc1[nH]c2ccccc2c1/C=N/NC(=O)c1cc(C(C)(C)C)[nH]n1	-1	7	17	-48	-0.6	1.1	14	-1	1.3
Cc1ccc(SCC(=O)c2ccc(CC(=O)O)s2)cc1	3	0	2	nt	1.4	3.1	15	-2	-0.2
O=C(NCCS(=O)(=O)NC1CCCC1)c1ccccc1	7	6	3	10	3.1	-0.2	-1	0	-0.3
CCC(C)Cn1c(C)nc2ccccc21 (stereo not given)	3	5	1	0	6.2	-3.6	3	1	-1.5
Cc1cccc(/C=N/NC(=O)c2ccc3c(c2)OCCO3)c1O	16	11	23	-6	1.6	-4.6	nt	1	0.2
O=C(O)c1cnnc2ccccc12	nt	-7	0	-1	nt	-1.7	3	-3	-0.9
O=C(O)c1ccc(N/N=C/C=C/c2ccccc2[N+](=O)[O-])cc1	6	4	39*	-5	-2.5	1.9	3	-7	nt
Cc1nnc(Sc2cc(C(=O)NCCCN(C)Cc3ccccc3)c3ccccc3n2)s1	0	-18	-1	-2	-0.1	-3.7	11	4	nt
C=CCC1Cc2c(Br)cccc2C(CC=C)N1 (stereo not given)	-1	-1	-5	0	0.4	-0.5	-1	2	nt
COc1ccc(C(=O)N2CCN(C(=O)C3COc4ccccc4O3)CC2)cc1OC (stereo not given)	-9	-8	-7	-6	0.7	-1.4	-1	4	2.1
O=C(CN1CCc2ccccc2C1)NCC(=O)Nc1ccc(F)cc1	14	-3	-4	-4	-5.3	-3.3	3	2	nt
Cc1ccc(NC(=O)c2ccccc2N(C)S(=O)(=O)c2ccccc2)c(C)c1	-6	5	5	-6	1.9	-4.4	-9	-1	0.1
COc1ccccc1NC(=O)Nc1ccc(Br)cn1	0	-4	9	-2	3.2	-0.5	-1	4	-0.8
CNC(=S)N1CCn2cccc2C1c1ccc(F)cc1 (stereo not given)	11	7	2	-5	-0.9	-0.1	-12	-2	-1.6
COC(=O)C1=C(CSc2nnnn2C)NC(=O)NC1c1cc(C)ccc1C (stereo not given)	-3	-6	12	2	-0.6	0.1	4	1	0.0
C=CCOC(=O)C1=C(C)NC(SCC(=O)N(CC)CC)=C(C#N)C1c1ccco1 (stereo not given)	0	3&-1	1&21	-1&9	-0.8	-1.9&-3.0	0&-1	1&1	-0.7&4.1
Cc1ccc(CN2CCN(Cc3ccc4cccc(F)c4n3)CC2CCO)cc1 (stereo not given)	-2	0	3	?	0.2	-0.7	-12	1	-1.1
O=C(COC(=O)CNC(=O)c1ccc(Cl)cc1)Nc1ncc(C(F)(F)F)cc1Cl	1	-3	0	-3	-1.7	-2.3	9	-1	nt
COc1ccc([C@H]2CC(=O)C=C(/C=C/c3ccc(Cl)cc3)C2)cc1	9	-3	3	-8	1.5	-1.0	-2	-2	-0.8

Molecules from the list above that have an aryl thioether with sulfur outside any ring, in the order listed:
SMILES	Rv3671c inh	PrPC surface inh	GDH-TPI inh	BoNT F protease	Mtb UGM inh	FadD28 binding	MazEF act	FBA Mtb inh	Mtb BioA inh
Cc1ccc(SCC(=O)c2ccc(CC(=O)O)s2)cc1	3	0	2	nt	1.4	3.1	15	-2	-0.2
Cc1nnc(Sc2cc(C(=O)NCCCN(C)Cc3ccccc3)c3ccccc3n2)s1	0	-18	-1	-2	-0.1	-3.7	11	4	nt
COC(=O)C1=C(CSc2nnnn2C)NC(=O)NC1c1cc(C)ccc1C (stereo not given)	-3	-6	12	2	-0.6	0.1	4	1	0.0

Continuation:
SMILES	Rv3671c inh	PrPC surface inh	GDH-TPI inh	BoNT F protease	Mtb UGM inh	FadD28 binding	MazEF act	FBA Mtb inh	Mtb BioA inh
Cc1noc2ncnc(Sc3ccc(Cl)cc3)c12	-3	4	13	2	1.7	-1.5	16	0	-3.8
Cc1ccc(CCNC(=O)c2ccc(CS(=O)(=O)Cc3ccc(F)cc3)o2)cc1	-3	2	2	-6	3.5	-1.1	-7	2	-1.5
CCOc1ccc(C2N(c3ccc(Cl)cc3)C(=O)C3CCCN32)cc1OC (stereo not given)	0	10	8	4	1.2	-1.3	-10	1	-1.5
Cc1cccc(N2C(=S)NC3c4ccccc4OC2(C)C3C(=O)N(C)C)c1 (stereo not given)	-14	4	-1	-2	-3.3	-1.4	4	-1	nt
Cc1cc2c3nonc3ccc2n1-c1ccccc1	-5	7	-2	29	1.8	-1.0	-3	10	nt
CCN(CC)S(=O)(=O)c1ccc(C)c(NC(=O)COC(=O)CNC(=O)c2ccc(C(C)(C)C)cc2)c1	0	-3	-1	-7	2.2	2.4	-1	0	nt
CC(C)(C)c1ccc(-n2ncc3c2CCCC3NC(=O)CCN2CCCO2)cc1 (stereo not given)	-22	13	14	-4	-0.2	-1.5	7	5	-2.8
CCOC(=O)N1CCN(C(=O)CSCc2ccccc2Cl)CC1	-1	2	2	7	1.1	-0.4	1	1	0.2
COc1ccc(S(=O)(=O)N2CCN(C(=O)C3CC(=O)N(c4ccccc4F)C3)CC2)cc1OC (stereo not given)	nt	-1	-1	-8	nt	-0.9	6	33*	1.1
O=c1c(Cl)c(N2CCN(S(=O)(=O)c3ccccc3)CC2)cnn1-c1ccccc1	-1	-1	3	-3	-0.6	-2.6	-18	3	-2.3
CCn1nc(C(=O)NC2=NCCS2)c2ccccc2c1=O	2	-2	2	-22	-0.6	-4.7	2	1	0.5
Cc1ccc(NC(=O)C23CCC(C)(C(=O)[C@H]2Br)C3(C)C)cc1 (stereo not given in full)	2	-6	4	nt	1.2	-2.3	5	-2	nt
COC(=O)c1ccc(S(=O)(=O)NCc2ccco2)n1C	-3	8	4	0	-0.3	-1.5	-5	1	nt
Cc1ccc(CC(=O)NCCC(=O)O)cc1	-2	2	1	-5	0.8	0.0	-2	6	-2.1
Cc1cc(C)c(S(=O)(=O)N(C)CC(=O)NCc2cccnc2)c(C)c1	-11	-8	1	11	0.6	-2.0	7	0	0.3
COC(=O)c1ccc(/C=N/OCC(=O)NCc2ccc(F)cc2)cc1	-8	8	2	-4	0.0	-0.8	-4	-1	nt
CC1CCC(NC(=O)C2CCN(c3c4c(nc5ncnn35)CCC4)CC2)CC1 (stereo not given)	-5	nt	-6	2	-0.5	-3.8	12	-6	3.0
O=C(CCc1nnc2ccc(NCc3ccc(F)cc3)nn12)N1CCC2(CC1)OCCO2	5	-11	0	7	-2.4	-1.7	14	-2	2.1
COc1cccc(/C=N/NC(=O)c2c(C)nc3ccc(Br)cn23)c1O	21	nt	17	-7	-2.0	-2.9	-40	-4	-1.6
Cc1ccc2[nH]c(CN3CCN(C)C(CCO)C3)c(C)c2c1 (stereo not given)	-3	-7	6	?	2.9	-0.1	6	0	-1.4
COc1cc(C(=O)Nc2c(C)cc(C)cc2C)c(Br)c(OC)c1OC	-15	6	-1	-4	3.4	-3.1	-1	-1	nt
O=C(C1CCCCC1)N1CCC2CC1c1cc(Cl)ccc12 (stereo not given)	nt	-1	-4	-5	nt	-1.9	-11	2	2.5
Fc1ccc2c(c1)C1C=CCC1C(c1cc3c(cc1Br)OCO3)N2 (stereo not given)	-16	-2	13	6	-0.5	-2.5	-8	0	0.7
CCOc1cccc(OCCCOc2ccccc2)c1	-1	5	3	-7	-1.7	-0.4	-6	1	0.2
CC1=Nc2ccccc2/C1=C/c1c(O)[nH]c(=O)[nH]c1=O	-22	-1	3	?	-0.4	-3.7	6	-2	-1.2
COc1cc(NC(=O)CN2C(=O)NC3(CCOc4ccccc43)C2=O)cc(OC)c1 (stereo not given)	-9	4	2	0	-2.9	-6.7	1	-1	-0.1
O=C(/C=C/c1ccccc1)NCC(=O)N/N=C/c1cccs1	4	-2	2	-14	0.0	-0.6	5	2	-0.4
CC(C)(C)Cc1c(-c2ccc(Cl)cc2)nc2c(Cl)cc(C(F)(F)F)cn12	nt	-6	nt	-6	nt	-3.8	nt	-1	-2.4
O=C1c2ccccc2NC(c2ccco2)N1NS(=O)(=O)c1ccccc1 (stereo not given)	-2	-2	6	-1	-0.3	-2.8	5	15	nt
O=C(O)c1cc(N/N=C/C=C/c2ccccc2[N+](=O)[O-])ccc1Cl	6	-19	38*	-6	-3.0	5.5	-1	-9	1.0
CCNc1nc(NC(C)C)nc(N(C#N)Cc2ccccc2)n1	-6	8	-2	-8	-0.3	-5.2	8	1	5.6
Nc1nc(CSC(=S)N2CCOCC2)nc(Nc2ccc(F)cc2)n1	-8	-7	-2	12	-3.7	-1.6	-2	3	-2.2
O=C1[C@@H]2Cc3c([nH]c4ccccc34)C(c3cccc([N+](=O)[O-])c3)N2C(=O)CN1C1CCN(Cc2ccccc2)CC1 (stereo not given in full)	-4	-19	16	-6	-0.9	-1.3	nt	-1	-1.8
COc1cc(CN2CCc3ccc(NC(=O)CCc4ccccc4OC)cc3C2)ccc1O	3	-12	0	-2	0.4	-0.7	-4	0	-2.6
CCCCOc1ccc(C(=O)OCC(=O)N2CCOCC2)cc1	-3	1	-4	1	0.0	-2.2	-1	-10	-2.8
Cc1cc(C)n(CC(=O)c2ccc(Cl)cc2)n1	0	4	-6	-1	2.5	-2.2	4	-5	-0.1
CCOc1ccc(CCN2CN(C3CCCCC3)CNC2=S)cc1OCC	3	6	1	?	0.0	-1.1	1	-3	nt
Cc1ccc(NC(=O)Cn2nc(C)cc2C)cc1	1	3	12	-2	-0.4	-0.4	4	2	0.1
CCOc1ccc(N(CC(=O)N2CCN(Cc3ccccc3)CC2)S(C)(=O)=O)cc1	0	7	-4	?	2.9	-2.2	7	2	-3.2
COc1cc(C(=O)c2cc3c(cc2C)OCO3)cc(OC)c1OC	nt	11	nt	-3	nt	-0.4	nt	0	0.6

Profiles, quoted from the list. Values in the order: Rv3671c inh | PrPC surface inh | GDH-TPI inh | BoNT F protease | Mtb UGM inh | FadD28 binding | MazEF act | FBA Mtb inh | Mtb BioA inh
`CCOc1ccc(CCN2CN(C3CCCCC3)CNC2=S)cc1OCC` reads 3 | 6 | 1 | ? | 0.0 | -1.1 | 1 | -3 | nt
`O=C1[C@@H]2Cc3c([nH]c4ccccc34)C(c3cccc([N+](=O)[O-])c3)N2C(=O)CN1C1CCN(Cc2ccccc2)CC1` (stereo not given in full) reads -4 | -19 | 16 | -6 | -0.9 | -1.3 | nt | -1 | -1.8
`Cc1cc(C)n(CC(=O)c2ccc(Cl)cc2)n1` reads 0 | 4 | -6 | -1 | 2.5 | -2.2 | 4 | -5 | -0.1

Further compounds.
SMILES	Rv3671c inh	PrPC surface inh	GDH-TPI inh	BoNT F protease	Mtb UGM inh	FadD28 binding	MazEF act	FBA Mtb inh	Mtb BioA inh
Cc1nc2sc(C(c3ccccc3)N3CCC(O)CC3)c(O)n2n1 (stereo not given)	2	-1	13	-42	-2.6	-1.6	-2	3	2.4
CCOC(=O)N1CCC(NC(=O)C2CCN(c3nc(-c4ccc(OC)cc4)no3)CC2)CC1	-2	2	0	2	-1.5	-2.2	-2	0	-1.9
CCOC(=O)c1nc(N)c(=O)n(-c2ccc(C)cc2)n1	2	-10	-7	25	-4.0	-1.5	0	0	-1.5
Cc1cccc(NC(=O)C2CCCN(C(=O)NC3CCCCC3)C2)c1C (stereo not given)	-3	3	5	-1	-0.4	-0.8	3	2	nt
COc1ccc(-c2coc3c(C(=O)NCc4ccco4)cccc23)c(C)c1	nt	11	0	-3	nt	-18	nt	-1	0.5
Cc1nc(Nc2nc3ccccc3o2)nc2c1CCC2	-1	6	11	2	1.5	-0.7	6	-3	-0.8
CCN(CC)S(=O)(=O)c1ccc(C(C)NCC(=O)Nc2ccccc2C(=O)NC2CC2)cc1 (stereo not given)	nt	7	4	16	nt	0.2	-5	-2	-0.2
O=c1c2cc(Cl)cc(Cl)c2nc(CN2CCOCC2)n1-c1ccccc1F	2	4	-1	-6	0.8	-0.4	1	-3	-4.4
NC(Cc1ccccc1)C(O)(c1ccccc1)c1ccccc1 (stereo not given)	-5	4	0	-7	-1.8	-0.1	11	2	nt
CN(Cc1ccccc1)C(=O)C1CCCN(c2ncnc3c2nc2n3CCCCC2)C1 (stereo not given)	6	-2	5	-4	-1.3	-1.3	6	0	3.5
O=C(O)c1ccc(Oc2ccc(C(F)(F)F)cn2)cc1	11	-5	2	-1	4.7	-0.7	-12	5	nt
Cc1nn(C)c(C)c1Nc1ccc(N2C(=O)C3C4C=CC(C4)C3C2=O)cc1[N+](=O)[O-] (stereo not given)	-1	-7	2	-4	0.0	-1.0	4	-4	nt
O=C(c1ccc(F)cc1)C1CCN(C(=O)NC2CCCCC2)CC1	-6	-3	9	-7	0.6	-0.1	-23	1	nt

From PubChem
